MC4R antag cAMP – MC4R antagonists of cAMP signaling, primary screen, cell-based, TR-FRET, antagonist arm of biased-ligand search; Melanocortin receptor 4 (Homo sapiens), P32245; MC4R-expressing cells, MTII-stimulated cAMP, LANCE TR-FRET; inhibition, % at 6.5 µM; 360,000 tested, 0.48% active;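 active means inhibition above its plate's cutoff, the mean of tested wells on that plate plus 3 SD, cut at about 29% in these data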;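 further: 0% = Melanotan II alone and 100% = Melanotan II plus saturating MCL0020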
Target sequence (P32245 whole entry, looked up): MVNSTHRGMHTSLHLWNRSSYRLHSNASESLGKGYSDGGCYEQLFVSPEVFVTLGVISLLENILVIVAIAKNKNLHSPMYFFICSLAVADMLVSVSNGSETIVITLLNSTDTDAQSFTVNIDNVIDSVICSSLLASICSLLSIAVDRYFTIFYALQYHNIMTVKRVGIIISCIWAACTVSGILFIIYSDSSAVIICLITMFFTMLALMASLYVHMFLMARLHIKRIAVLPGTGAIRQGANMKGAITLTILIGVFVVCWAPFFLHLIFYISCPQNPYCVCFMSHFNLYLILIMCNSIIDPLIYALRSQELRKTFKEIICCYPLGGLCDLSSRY
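system = U2OS cells with stable human MC4R expression | also added = Melanotan II challenge after compound preincubation | dosing = one concentration, 6.5 µM nominal | incubation = compound 30 min, challenge 1 h, detection 1 h | measured by = TR-FRET with Eu-cAMP and labeled anti-cAMP, 671 nm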
N-glyco inh – increase of ERlucT glycosylation luciferase signal, primary screen, N-linked glycosylation inhibitor project, D54 ERlucT cells, luminescence, set 2 | D54 ERlucT glycosylation luciferase reporter, 24 h; percent of 100 nM tunicamycin response | reporter increase, % at 12.5 µM | 360,000 tested, 0.23% active;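 active means mean luciferase reporter signal, scaled so untreated is 0 and the glycosylation-blocking control 100, at or above a set limit in every replicate; inconclusive means mean reaches the limit but not every replicate does; inactive means mean below the limit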;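 further: luciferase carries N-glycosylation sites so blocking glycosylation raises the light; 0% = median of neutral control wells and 100% = median of 100 nM tunicamycin wells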
aDG glyco act – activators of alpha-DG glycosylation, primary screen, uHTS, Pro5-aDG cells, AlphaScreen; alpha-DG glycosylation AlphaScreen (IIH6); 0% Pro5, 100% B10-LARGE cell signal; activation, % at 10 µM; 360,000 tested, 0.22% active; AID 624168, 2012;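 active means activation of at least 8% versus controls, or a plate z-score of at least 8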;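 further: Pro5 are CHO cells carrying HIG-tagged alpha-DG that lacks glycosylation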
Exocytosis inh – LAMP-1 surface exposure blockers, TALL-104 cells – cell-based, flow cytometry, MLPCN library, primary screen | 360,000 tested, 0.66% active | inhibition, % at 10 µM | AID 651702, 2012 | TALL-104 LAMP-1 surface exposure; cells stimulated with thapsigargin and PMA;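 active means inhibition above about 55%, limit read from the data; inconclusive means no clear call, values can overlap the other calls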
TLR9-MyD88 inh – inhibitors of TLR9-MyD88 association in cells, primary screen, cell-based, CHO, BLA complementation, fluorescence | CCF4 FRET ratio | 340,000 tested, 0.21% active | inhibition, % at 4.98 µM | AID 504734, 2011;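 active means inhibition above the mean over all tested compounds plus 3 SD, cut at about 21% in these data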;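 further: 0% = DMSO only wells and 100% = clavulanate BLA inhibitor control wells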
Vif inh – HIV Vif self-association inhibitors, primary screen, imaging, HEK293T, single point; HEK293T cells, Vif self-association by quenched fluorescence, 24 h; 340,000 tested, 0.35% active; AID 602346, 2012; inhibition, % at 7.49 µM; in the data active means inhibition above about 50%, passing the limit was not always enough; inconclusive means no clear call, values can overlap the other calls; inactive means below about 31%; further: some results filed as inactive read as strong as hits
MC4R barr agon – MC4R agonists recruiting beta-arrestin, primary screen, cell-based, luminescence, agonist arm of biased-ligand search; Melanocortin receptor 4 (Homo sapiens), P32245; U2OS MC4R beta-arrestin complementation; percent of melanotan II response, DMSO zero; activation, % at 8.9 µM; 360,000 tested, 0.98% active; AID 540308, 2011;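 active means activation above a per-plate cutoff, the mean activation of sample wells on that plate plus 3 SD, cut at about 8% in these data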
ABCB6 inh MLPCN – ABCB6 transporter inhibitors, primary screen, K562-ABCB6 cells, flow cytometry, MLPCN library; ATP-binding cassette sub-family B member 6 (Homo sapiens), Q9NP58; AID 602162, 2011; K562-ABCB6 porphyrin accumulation, 1 h; active compounds read low; 360,000 tested, 0.19% active; fluorescence ratio to DMSO, % at 10 µM;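 active means fluorescence ratio to DMSO below 75%, the collection mean minus 3 SD; inconclusive means too few cells collected in the well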;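 further: signal is porphyrin accumulated inside mitochondria; 100% equals median channel fluorescence of DMSO control wells; lower ratio means ABCB6 inhibition with less porphyrin fluorescence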
ABHD5 PLIN5 PPI – ABHD5-PLIN5 interaction inhibitors, primary screen, cell lysate, split luciferase complementation, luminescence. inhibition, % at 4 µM. AID 602281, 2012. Perilipin-5 (Homo sapiens) + 1-acylglycerol-3-phosphate O-acyltransferase ABHD5 (Homo …. 360,000 tested, 0.78% active. Split G. princeps luciferase complementation, 4 h;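 active means inhibition above the mean inhibition across every tested compound plus 3 SD, cut at about 22% in these data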;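 further: 0% = DMSO only wells and the 100% control is not disclosed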
NOD2-RIPK2 inh – NOD2-RIPK2 binding disruptors in cells, primary screen, fluorescence, CHO cells, BLA complementation; Receptor-interacting serine/threonine-protein kinase 2 (Homo sapiens), O43353; CCF4 ratio; AID 624267, 2012; inhibition, % at 4.98 µM; 360,000 tested, 0.38% active; in the data active means inhibition above about 21%;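 further: 0% = vehicle only and 100% = reference blocker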
Target sequence (O43353 whole entry, looked up): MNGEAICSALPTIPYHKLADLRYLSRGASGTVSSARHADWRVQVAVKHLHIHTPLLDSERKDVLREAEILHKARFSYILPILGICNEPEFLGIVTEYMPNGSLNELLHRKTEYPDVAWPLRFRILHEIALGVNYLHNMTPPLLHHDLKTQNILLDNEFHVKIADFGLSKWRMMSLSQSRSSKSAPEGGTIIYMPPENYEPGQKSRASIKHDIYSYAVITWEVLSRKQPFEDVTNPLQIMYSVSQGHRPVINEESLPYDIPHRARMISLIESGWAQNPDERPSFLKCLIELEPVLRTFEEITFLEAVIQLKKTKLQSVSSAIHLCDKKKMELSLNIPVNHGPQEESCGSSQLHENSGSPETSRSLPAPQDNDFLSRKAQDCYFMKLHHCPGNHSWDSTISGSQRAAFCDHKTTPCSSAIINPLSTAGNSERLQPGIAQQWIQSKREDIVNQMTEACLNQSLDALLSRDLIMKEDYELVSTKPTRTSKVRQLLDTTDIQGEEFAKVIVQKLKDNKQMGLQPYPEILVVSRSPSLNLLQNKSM
Starred values were filed as active, the others as inactive; ? = inconclusive; nt = no result given. This is a subset; rates above refer to the full screens.

SMILES	MC4R antag cAMP	N-glyco inh	aDG glyco act	Exocytosis inh	TLR9-MyD88 inh	Vif inh	MC4R barr agon	ABCB6 inh MLPCN	ABHD5 PLIN5 PPI	NOD2-RIPK2 inh
COc1ccc(C(=O)Nc2ccc(S(=O)(=O)Nc3onc(C)c3C)cc2)c(OC)c1	6	0	0.5	-6	1	2	-0.7	99	-3	-2
Cc1ccnc(NS(=O)(=O)c2ccc(NC(=O)CCOc3ccccc3)cc2)n1	3	0	-0.2	2	0	?	0.6	104	-5	-9
O=C1c2ccccc2C(=O)N1CC(O)COc1ccc(Cl)cc1 (configuration not stated)	4	3	-0.2	-5	0	3	-1.9	96	-8	5
C=C(C)c1cccc(C(C)(C)NC(=O)N(Cc2ccccc2)Cc2ccco2)c1	1	-5	0.0	-2	2	16	17*	97	-4	8
CN(Cc1ccccc1)C(=O)N1CCOCC1	-1	-1	0.2	0	-1	1	1.7	99	7	1
Cc1cc(F)ccc1S(=O)(=O)Nc1ccccc1C(=O)N1CCCC1	10	-2	0.1	-2	-2	21	-1.2	100	-1	-9
CC1CCCN(C(=O)C(C)Sc2nc(-c3ccccc3)cc(C(F)(F)F)n2)C1 (configuration not stated)	21	-4	0.1	-1	0	-9	5.0	93	-9	-6
Cc1scc(-c2n[nH]c(=S)n2C(C)c2ccccc2)c1C (configuration not stated)	23	0	0.0	0	7	-3	-0.4	102	-2	-7
O=C(OCC(=O)N1CCc2ccccc21)c1c2c(nc3ccccc13)CCCCC2	9	-4	-0.4	1	0	-14	-0.2	94	0	7
C=CCOc1cccc(C2c3c(oc4ccccc4c3=O)C(=O)N2c2ccccn2)c1 (configuration not stated)	5	1	0.1	-2	-8	-13	0.7	97	-7	-3
NCCN=C1NS(=O)(=O)c2ccccc21	0	-1	0.2	-4	8	-7	3.5	97	0	-3
CC(C)(C)c1ccc(NC(=S)NCCc2ccccn2)cc1	6	-1	0.2	4	-2	-4	0.4	99	-3	0
COc1ccc(C(=O)NC2CC2)cc1OC1CCN(Cc2ccccc2O)CC1	4	-1	0.2	6	-7	8	0.7	102	-1	-14
CC(C)(C)NC(=O)c1cnn2c1NC(c1ccc(F)cc1)CC2C(F)(F)F (configuration not stated)	1	1	0.2	3	-2	2	4.6	97	10	-5
O=C(CSc1ccc(Cl)cc1)Nc1ccc(NC(=O)c2ccco2)cc1	9	1	-0.1	0	-12	-2	0.6	100	-6	1
CCN(CC(=O)Nc1c(F)cccc1F)C(=O)c1cc(-c2cccs2)nn1-c1ccccc1	17	0	-0.5	-1	1	nt	-1.4	95	3	-5
CCCCCCNCc1c(F)cccc1Cl	1	-2	0.1	-2	-3	5	0.2	93	-2	0
COc1ccc(-c2ccccc2)cc1NCc1ccccc1C	8	1	0.3	-5	0	-2	-2.9	101	-9	-8
CN(C)c1ccc(-c2nnc(-c3ccc(S(=O)(=O)C(F)F)cc3)o2)cc1	-11	-1	0.1	-1	4	-7	1.2	99	3	0
CCOC(=O)C1=C(C)NC(C)=C(C(=O)OCC)C1c1ccc(Br)o1	1	1	-0.3	-14	5	-18	3.4	99	-6	-14
COc1ccc(NC(=O)O[C@@H](C)[C@@H]2CN3CCc4c([nH]c5ccc(-c6ccc(OC)cc6)cc45)[C@@H]3C[C@@H]2N(C)C(=O)Nc2ccc(OC)cc2)cc1	8	-3	0.7	-5	-3	0	0.8	104	6	9
O=C(c1ccccc1)N1CCN=C1c1ccccc1	-2	0	-0.2	-1	-11	2	-2.0	100	4	3
Cc1nc2sc(C(c3ccco3)N3CCOCC3)c(O)n2n1 (configuration not stated)	-2	3	-0.2	-1	-11	nt	3.0	105	26*	-4
CC(C)CCNC(=O)C12CN(Cc3ccccc3)CC1C(c1cccc([N+](=O)[O-])c1)=NO2 (configuration not stated)	11	-5	0.1	0	-9	-3	0.9	98	-12	-13
C[C@H]1CN(c2ccccc2)C(=O)[C@@H]1CC(=O)Nc1ccccc1	13	3	0.0	2	7	-1	0.8	101	-3	-11
O=C(Nc1cccnc1Cl)c1cc(-c2ccco2)on1	0	2	-0.1	1	5	-6	0.9	103	4	1
COc1ccc(C(c2nnnn2C2CCCC2)N2CCN(C/C=C/c3ccccc3)CC2)cc1 (configuration not stated)	nt	-3	0.0	3	nt	17	nt	98	6	5
COc1ccccc1C(=O)C1CCCN(C(=O)Nc2ccccc2F)C1 (configuration not stated)	-3	2	0.1	-4	-9	1	-3.2	99	-9	0
Fc1ccc(Nc2nc(N3CCOCC3)nc(N3CCOCC3)n2)cc1	5	-7	0.0	3	11	-3	-0.8	96	-2	-4
COc1ccccc1C1C2=C(N=C3SCC(=O)N31)c1ccccc1CC2 (configuration not stated)	6	-2	-0.2	-2	-13	3	-1.1	99	-16	-8

A draw from above in order of length of the SMILES, smallest number first.
SMILES	MC4R antag cAMP	N-glyco inh	aDG glyco act	Exocytosis inh	TLR9-MyD88 inh	Vif inh	MC4R barr agon	ABCB6 inh MLPCN	ABHD5 PLIN5 PPI	NOD2-RIPK2 inh
CCCCCCNCc1c(F)cccc1Cl	1	-2	0.1	-2	-3	5	0.2	93	-2	0
O=C(c1ccccc1)N1CCN=C1c1ccccc1	-2	0	-0.2	-1	-11	2	-2.0	100	4	3
COc1ccc(-c2ccccc2)cc1NCc1ccccc1C	8	1	0.3	-5	0	-2	-2.9	101	-9	-8
O=C(Nc1cccnc1Cl)c1cc(-c2ccco2)on1	0	2	-0.1	1	5	-6	0.9	103	4	1
Cc1nc2sc(C(c3ccco3)N3CCOCC3)c(O)n2n1 (configuration not stated)	-2	3	-0.2	-1	-11	nt	3.0	105	26*	-4
Fc1ccc(Nc2nc(N3CCOCC3)nc(N3CCOCC3)n2)cc1	5	-7	0.0	3	11	-3	-0.8	96	-2	-4
COc1ccccc1C1C2=C(N=C3SCC(=O)N31)c1ccccc1CC2 (configuration not stated)	6	-2	-0.2	-2	-13	3	-1.1	99	-16	-8
CCOC(=O)C1=C(C)NC(C)=C(C(=O)OCC)C1c1ccc(Br)o1	1	1	-0.3	-14	5	-18	3.4	99	-6	-14
CN(C)c1ccc(-c2nnc(-c3ccc(S(=O)(=O)C(F)F)cc3)o2)cc1	-11	-1	0.1	-1	4	-7	1.2	99	3	0
CCN(CC(=O)Nc1c(F)cccc1F)C(=O)c1cc(-c2cccs2)nn1-c1ccccc1	17	0	-0.5	-1	1	nt	-1.4	95	3	-5
CC(C)CCNC(=O)C12CN(Cc3ccccc3)CC1C(c1cccc([N+](=O)[O-])c1)=NO2 (configuration not stated)	11	-5	0.1	0	-9	-3	0.9	98	-12	-13
COc1ccc(NC(=O)O[C@@H](C)[C@@H]2CN3CCc4c([nH]c5ccc(-c6ccc(OC)cc6)cc45)[C@@H]3C[C@@H]2N(C)C(=O)Nc2ccc(OC)cc2)cc1	8	-3	0.7	-5	-3	0	0.8	104	6	9

(cont.)
SMILES	MC4R antag cAMP	N-glyco inh	aDG glyco act	Exocytosis inh	TLR9-MyD88 inh	Vif inh	MC4R barr agon	ABCB6 inh MLPCN	ABHD5 PLIN5 PPI	NOD2-RIPK2 inh
CCN(CC)c1ccc(NC(=O)c2cnccn2)cc1S(=O)(=O)Nc1ccc(OC)cc1	8	2	0.1	6	-7	-1	-0.4	100	3	-11
O=C(Nc1ccc(-c2nc3ccccc3s2)cc1)c1cc(-n2cnnc2)ccc1Cl	18	-7	0.4	10	16	-8	0.4	90	9	-4
NC1(CO)COC(c2ccccc2)OC1 (configuration not stated)	0	1	-0.1	5	2	-12	-1.2	101	3	-10
Cc1ccnc(NC(=O)CCc2c(C)nc3ncnn3c2C)c1	6	2	1.7	0	3	-4	-1.4	92	3	2
N=c1n(CCN2CCOCC2)c2ccccc2n1CC(=O)c1cccc([N+](=O)[O-])c1	6	0	0.6	-1	-11	-2	4.7	94	8	4
CCc1nc2ccc(C(=O)NCCCN3CCCC3=O)cn2c1N(C)C(=O)C1CCCCC1	11	0	-0.1	4	nt	5	1.4	101	2	0
Cc1c(C(=O)Nc2ccccc2F)cnn1-c1ccccc1	-2	-11	0.0	5	-13	-1	0.9	100	-9	-1
COc1cccc(CN2CCN(C(=O)c3cccc(OC)c3)CC2)c1	18	-1	0.0	-2	0	0	-1.0	102	10	-2
Cc1ccc(C(=O)Cn2nnc3ccccc32)cc1C	1	-7	-0.1	-2	-5	11	1.5	95	3	-7
COc1ccc(NC(=O)CCN2C(=O)c3ccc([N+](=O)[O-])cc3C2=O)c(OC)c1	-3	3	-0.2	0	-12	-7	-3.6	97	-6	-9
CC(C)NC(=O)CSc1c2c(nc3ccccc13)CCCC2	12	3	-0.2	0	3	-6	-1.3	101	4	4
COCCn1c(SCC(=O)NC2CCCC2)nnc1-c1ccncc1	3	0	0.0	-2	-2	1	-0.6	98	5	-9
COc1ccc(S(=O)(=O)Nc2ccccc2C(=O)N2CCCC2)cc1OC	-3	0	-0.1	3	-2	2	4.1	95	16	9
CCOC(=O)c1c(NC(=O)CSc2nnnn2-c2ccccc2OCC)sc2c1CC(C)(C)NC2(C)C	10	-10	0.1	65*	-3	-6	1.5	91	6	4
Cc1nn(-c2ccccc2)c(N2CCCC2)c1/C=N/Nc1ccc(S(=O)(=O)Nc2ccccc2)cc1[N+](=O)[O-]	10	-9	-0.4	-1	-1	1	-3.6	92	-5	1
COCCn1c(SCC#N)nnc1-c1ccc2c(c1)OCO2	19	3	0.1	0	-3	-4	-2.1	99	-3	-5
CC(C)C(C)NC(=O)COc1ccc(S(=O)(=O)N2CCOCC2)cc1[N+](=O)[O-] (configuration not stated)	11	2	0.5	-3	9	0	-0.3	101	-3	4
CC(C)CCN(C(=S)Nc1cccc(F)c1)C1CCN(C(C)C)CC1	0	1	0.1	0	5	1	-2.1	97	0	-1

Source: PubChem (several laboratories)
